D1 allo mod: allosterically modulates the human D1 dopamine receptor; P21728; HEK293 D1, CRE-luciferase, dopamine EC30 potentiation; actives deviate in either direction; B-score at 10 µM; 58,000 compounds, 5.9% hits; AID 641;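 active means luminescence count or its row- and column-corrected plate score outside the 99.7% band of the plate's sample wells, on either side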
CatB mix inh: inhibitors of human cathepsin B in compound mixtures; 62,000 compounds, 0.06% hits; Purified cathepsin B, AMC dipeptide fluorescence; inhibition, %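 (ten-compound pools at 5 µM per compound and 50 µM total)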; AID 488; in the data active means inhibition above about 22%, passing the limit was not always enough;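 further: 0% = enzyme without compound and 100% = no enzyme blank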
E coli RNAP: inhibitors of Escherichia coli RNA polymerase. E. coli RNA polymerase, fluorescence transcription assay. 62,000 compounds, 0.2% hits. AID 559. inhibition, %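 (tested at 10 µM)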. P0A8V2; in the data active means inhibition above about 20%;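 further: 0% = enzyme without compound and 100% = no enzyme blank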
MKP-1 inh: human dual specificity phosphatase 1 inhibition; recombinant MKP-1, OMFP hydrolysis fluorescence; AID 374; 65,000 compounds, 0.15% hits; P28562; inhibition, %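 (compounds tested at a single concentration somewhere between 10 and 100 µM)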;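 active means inhibition above about 50%, limit read from the data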;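 further: 0% = DMSO max control wells and 100% = wells with enzyme stopped by NaOH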
AP complement: alternative pathway complement inhibition, orthogonal assay; 62,000 compounds, 0.08% hits; inhibition, % at 5 µM; AID 1235; Human serum alternative complement pathway, LPS-coated ELISA, C3 deposition; tested in compound mixtures;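 active means inhibition above 30% in each of the two pooled mixtures holding the compound, so the lower value exceeds 30%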;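 further: 0% = serum in Mg-EGTA without compound and 100% = EDTA serum blank; some compounds past the cut are filed as inactive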
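Assay system: human serum alternative complement pathway, C3 deposition on LPS-coated wells; Dosing: 5 µM per compound in ten-compound mixtures; Detection: Anti-C3 ELISA, OD 450 nm; Buffer or medium: Mg2+-EGTA GVB++ buffer containing human serum at 1:15 dilution; Timing: 1 h at 37 °C; Replication: two different pools per compound.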
Hsp90 inh: displaces geldanamycin probe from tumor Hsp90. 64,000 compounds, 0.35% hits. NCI-N417 lysate Hsp90, Cy3B-geldanamycin FP displacement. P07900. AID 429. inhibition, % at 30 µM;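 active means inhibition above 50%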;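 further: 0% = tracer plus lysate wells and 100% = tracer alone without lysate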
Ecoli tolC: blocks growth of E. coli BW25113 tolC mutant | OD615 | growth inhibition, % at 10 µM (by protocol) | 65,000 compounds, 2.2% hits;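 active means growth inhibition at or above a cutoff equal to the mean over every tested compound plus 3 SD, cut at about 60% in these data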;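 further: growth measured after 20 h incubation at 37 °C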
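Test system: E. coli BW25113 ΔtolC::kan bacteria | Medium: Kanamycin-containing LB broth (50 µg/mL) | Dosing: One dose of 10 µM final | Times: 20 h incubation with compound, 37 °C | Detection: Optical density read at 615 nm | Read-out basis: Percent growth inhibition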
CatB block: inhibitors of human cathepsin B; inhibition, %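 (tested at 10 µM)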; purified cathepsin B, fluorogenic substrate, fluorescence; 63,000 compounds, 0.1% hits; P07858; in the data active means inhibition above about 21%;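 further: 0% = enzyme with no compound and 100% = no enzyme blank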
Cdc25B block: inhibitors of human Cdc25B phosphatase; recombinant Cdc25B, OMFP fluorescence Ex485/Em525; inhibition, %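 (compounds tested at 10 µM final in the well)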; 65,000 compounds, 0.1% hits; AID 368; in the data active means inhibition above about 50%
The depositor's hits bear a star; nt = no result given.

SMILES	D1 allo mod	CatB mix inh	E coli RNAP	MKP-1 inh	AP complement	Hsp90 inh	Ecoli tolC	CatB block	Cdc25B block
Cc1ccc2c(c1)c1ncnc(N3CCC4(CC3)OCCO4)c1n2C	1.99	-1.9	-7.2	-5.7	-6.5	-7.9	17.8	-5.5	-1.2
CCOc1ccccc1N(CC(=O)NC1CCCCC1)S(C)(=O)=O	-0.286	2.7	2.4	-0.4	8.3	1.2	1.3	3.2	-12.7
COCCN(C(=O)CCCC(=O)Nc1ccccn1)C(C(=O)NC1CCCCC1)c1ccc(C)cc1 (stereo not drawn)	0.0174	5.8	8.6	23.8	7.8	-0.3	1.3	1.8	-9.9
Cc1cccc(-c2cc3nc4c(c(N5CCCC(O)C5)n3n2)CCC4)c1 (stereo not drawn)	8.44*	-1.9	-8.2	29.3	-9.3	-2.8	19.4	2.3	-10.8
O=C(CCN1CCCCC1)Nn1c(=S)[nH]c2ccccc2c1=O	1.25	5.7	0.6	9.7	19.4	0.9	-11.6	-2.1	-6.6
O=C(c1cccc(F)c1)N1CCN(S(=O)(=O)c2ccccc2)CC1	0.435	-1.3	10.1	-0.4	-3.3	0.7	-7.7	0.1	-12.1
O=C(NCCSc1ccccc1)c1cccnc1	-0.288	-0.5	4.4	5.4	-0.7	-3.8	-12.8	0.7	-3.8
N#Cc1nc(COc2ccccc2Cl)oc1NCc1ccc(F)cc1	-0.291	nt	11.3	9.0	nt	-2.3	16.2	4.2	27.6
O=C(CCn1nnc2ccccc2c1=O)N[C@H](C(=O)O)c1ccccc1	-0.323	-5.4	nt	16.1	20.3	-1.9	-28.9	1.5	9.0
COc1ccc(-c2cc(C(F)(F)F)nc(SCC(=O)Nc3cc(C)on3)n2)cc1	0.627	-0.3	8.3	3.4	-16.9	-0.4	0.7	-0.2	-6.5
Cc1ccc(C2/C(=C(\O)c3cnn(-c4ccccc4)c3C)C(=O)C(=O)N2CCN(C)C)o1 (stereo not drawn)	-0.494	nt	6.2	8.5	nt	-3.7	-4.6	4.6	18.0
COc1ccc(-c2cc3nc4c(c(N5CCC6(CC5)OCCO6)n3n2)CCCC4)cc1	3.71*	1.7	-9.4	5.3	15.3	-0.1	64.7*	4.9	1.6
COc1ccc(C(=O)Nc2c3c(nn2-c2cccc(Cl)c2)CS(=O)C3)cc1 (stereo not drawn)	nt	1.8	3.3	-21.0	5.4	1.8	11.4	1.8	-20.6
C=CCn1c(C)cc(C(=O)CSc2nnc(NCc3ccccc3)s2)c1C	0.0351	2.7	-1.2	24.8	20.4	-7.4	42.2	-3.0	-4.4
CCOC(=O)C1CCN(C(=O)COC(=O)c2ccc(Br)o2)CC1	nt	6.4	3.3	7.9	-5.8	-1.6	-15.9	11.3	-5.7
CCOC(=O)c1c(C)noc1CP(=O)(c1ccccc1)c1ccccc1	nt	0.4	7.8	5.9	9.1	-2.8	-3.2	1.3	-14.1
Cc1c(C(=O)N2CCOCC2)sc2nc(-c3ccccc3)cn12	-0.477	-1.1	9.7	18.0	2.9	0.2	0.3	-5.7	-26.4
COC(=O)c1cccc(CSc2nnc(C)s2)c1	-0.456	2.0	3.0	14.3	13.4	-0.2	-23.8	0.0	-4.1
CC(C)c1cc(CN2CCN(CCC#N)CC2)cc(C(C)C)c1O	0.437	2.7	1.1	-2.5	8.0	-3.0	-3.2	0.1	4.3
c1ccc(N(c2ccccc2)c2nc(N3CCOCC3)nc(N3CCOCC3)n2)cc1	1.75	3.9	7.2	5.3	6.0	1.7	-5.6	1.6	-11.3
Cc1nc2sc(C(c3cccc(F)c3)N3CCCC(C)C3)c(O)n2n1 (stereo not drawn)	-0.78	2.3	2.5	7.9	13.1	-1.4	-6.8	-5.9	11.1
COc1ccc(/C(O)=C2\C(=O)C(=O)N(CCN(C)C)C2c2cccc(OC)c2OC)cc1 (stereo not drawn)	nt	-1.1	15.7	-30.4	8.0	-4.0	6.5	1.1	2.8
COc1ccc(OC)c(NC(=O)C23CCC(C)(C(=O)C2)C3(C)C)c1 (stereo not drawn)	nt	-14.0	8.8	-0.7	11.4	-0.8	3.4	-5.6	-6.7
CCOC(=O)N1CCN(C(=O)C(NC(=O)c2ccc(CC)cc2)C(C)C)CC1 (stereo not drawn)	-1.2	2.8	7.1	11.5	15.8	1.1	-6.2	-1.2	-2.8
CCS(=O)(=O)N1CCC(C(=O)NCc2cccc(OC)c2)CC1	0.0784	5.8	7.4	23.7	9.5	-1.8	3.2	0.8	-9.0
CCn1c(SCC(=O)Nc2cccc(F)c2)nc2c(c1=O)SC(C)C2 (stereo not drawn)	nt	4.0	7.2	9.6	12.0	-2.1	11.3	-0.1	-8.2
O=C(CC(O)(c1ccccc1)C(F)(F)C(F)F)c1cccs1 (stereo not drawn)	0.474	-8.5	6.2	-9.4	-5.3	-13.3	12.6	-1.2	-3.7
CCOC(=O)c1cccc(N2C(=O)C3C(C(=O)NC4CC4)C4(C)C=CC3(O4)C2C(=O)NC(C)(C)C)c1 (stereo not drawn)	nt	-1.5	-3.8	28.3	7.1	-4.0	-13.2	2.0	-7.6
CCc1ccc(Nc2cc(=O)n(C3CCCCC3)c(=O)[nH]2)cc1	-0.392	-4.0	5.2	-1.1	-7.1	1.6	51.8	5.5	11.3
Cc1cccc(C2N(c3ccc(F)cc3)C(=O)C3CCCN32)c1 (stereo not drawn)	0.491	2.4	4.0	3.9	-8.1	-2.7	-12.8	3.9	-1.9
O=C(Nc1nc(-c2ccco2)c(-c2ccco2)s1)C1CC(=O)N(c2ccc3c(c2)OCCO3)C1 (stereo not drawn)	-0.965	0.7	5.7	42.3	5.1	nt	34.8	2.7	14.9
COc1cccc(-n2c(COc3ccccc3C)nnc2SCC(=O)O)c1	-0.871	-4.3	-7.9	29.2	27.7	-3.0	10.3	-2.6	-0.2
CCOC(=O)c1c(C)[nH]c(C(=O)CSc2nnnn2-c2ccc(C)cc2)c1C	-1.61	nt	nt	38.6	nt	0.2	-3.3	nt	-14.9
CCCC(C)C(=O)Nc1cccc(NC(C)=O)c1 (stereo not drawn)	0.483	-0.7	8.4	-5.2	30.4	-1.7	-4.1	5.5	-7.1
CCn1c(N2CCC(C)CC2)nc2c1c(=O)n(C)c(=O)n2C	0.663	5.3	2.0	2.6	22.8	-1.3	-0.3	3.7	-11.5
CC(=O)NC(Cc1c[nH]c2ccccc12)C(=O)N1CCc2ccccc2C1 (stereo not drawn)	-0.121	-5.5	6.5	2.8	11.8	-0.3	3.7	-0.1	-10.1
COc1ccc(C(=O)N(Cc2ccco2)Cc2cccs2)c(O)c1	-0.0356	3.6	-0.6	10.0	9.9	1.1	14.2	-1.4	5.3
O=C(c1cccc(C(=O)N2CCN(c3ccccc3)CC2)c1)N1CCN(c2ccccc2)CC1	1.06	1.9	3.8	15.4	8.7	-0.3	13.4	nt	-20.2
C1=CC2CC1CC2CN1CCN(c2ccccc2)CC1 (stereo not drawn)	-4.58*	5.4	4.8	-3.2	-1.2	-0.6	-13.8	4.5	-11.4
Cc1ccc(NC(=O)CC2SC3=NCCCN3C2=O)c(C)c1 (stereo not drawn)	0.0113	6.4	5.8	16.7	12.4	-4.4	-3.2	-0.2	-2.2
C/C=C/Cn1c(SCc2ccc(Cl)cc2)nc2c1c(=O)[nH]c(=O)n2C	7.31*	6.0	3.4	3.9	7.3	0.9	15.4	-0.7	8.9
COc1cccc(C2/C(=C(\O)c3ccc4c(c3)OCO4)C(=O)C(=O)N2CCN(C)C)c1OC (stereo not drawn)	0.152	1.4	6.7	7.0	-8.5	-3.9	-13.2	1.4	-1.3
CCOc1ccc(N2CC(C(=O)Nc3ccc(S(=O)(=O)N4CCOCC4)cc3)CC2=O)cc1 (stereo not drawn)	1.44	1.6	2.9	17.1	7.4	-3.8	-1.7	9.9	-0.6
Cc1cc2ncn(/N=C/c3cccnc3)c2cc1C	-0.148	5.0	6.8	10.9	13.6	-0.2	2.8	-2.1	-4.7
CCOC(=O)c1cc(-c2ccco2)nc2c1c(C)nn2CCC#N	0.464	8.6	-0.1	7.7	-10.6	-4.7	5.8	7.7	4.1
c1coc(-c2nn3c(-c4ccco4)nnc3s2)c1	2.82*	-0.3	8.9	-8.8	-7.3	-6.1	-6.5	1.9	2.0
N#C/C(=C\c1ccc[nH]1)Sc1nc2ccccc2s1	-0.157	-3.3	1.4	5.0	4.9	-3.9	100.0*	2.2	-5.5
CCOC(=O)CSC1=C(C#N)C(c2ccc(C)cc2)C2=C(CCCC2=O)N1 (stereo not drawn)	-0.142	0.6	3.8	24.2	6.3	-2.5	2.1	7.7	-4.6
O=C(NCCC(=O)N1CCN(c2ncccn2)CC1)c1ccccc1	0.0461	1.4	-3.6	20.9	2.8	-1.4	-10.6	3.8	-10.3
Cc1ccc(C)c(-c2nc3ccc(N)cc3[nH]2)c1	-0.746	-5.5	-9.7	-19.9	11.4	41.0	-10.8	-4.3	0.8
Cc1cc(C(=O)COC(=O)Cn2c(C(F)(F)F)nc3ccccc32)c(C)n1Cc1ccco1	-0.0635	6.0	3.1	4.4	28.9	-4.3	35.3	3.1	-7.2
Cc1oc(/N=C/c2cccc3ccccc23)c(C#N)c1C	nt	-5.1	4.7	1.6	15.1	9.2	-5.1	3.8	9.5
CCOC(=O)c1[nH]c2ccc(F)cc2c1NC(=O)c1cc(OC)c(OC)c(OC)c1	0.476	-2.7	2.0	11.7	6.3	-8.0	3.2	1.2	-6.9
CCC(C)Oc1cccc(OCCCCN2C(=O)NC(C)(C)C2=O)c1 (stereo not drawn)	0.558	-4.8	5.4	-0.2	19.4	0.4	0.8	0.6	-9.0
COc1cc(NC(=O)c2cc(CC(C)C)on2)c(OC)cc1Cl	0.5	2.9	3.2	-12.1	-6.5	-2.1	67.9*	1.6	-5.4
O=C(OCC(=O)N1CCCCCC1)c1n[nH]c(=O)c2ccccc12	1.96	3.6	-0.5	-1.3	14.0	0.0	-11.7	-8.6	-12.1
COC(=O)c1ccc(Nc2ncnc3c2cnn3-c2cccc(C)c2)cc1	nt	0.7	2.5	21.9	5.2	0.6	-16.5	-1.1	-2.1
CCOc1ccc2nc(NC(=O)Cn3cnc4c3c(=O)n(C)c(=O)n4C)sc2c1	-1.08	3.9	17.5	13.6	-0.8	-1.5	28.0	4.9	-1.5
COCC(=O)Nc1sc2c(c1C(=O)OC)C(C(=O)OC)CC2 (stereo not drawn)	-0.616	3.6	1.0	-1.0	-11.8	-21.4	-9.8	6.8	-3.2

Entries of single compounds from above. Values in the order: D1 allo mod | CatB mix inh | E coli RNAP | MKP-1 inh | AP complement | Hsp90 inh | Ecoli tolC | CatB block | Cdc25B block
N#C/C(=C\c1ccc[nH]1)Sc1nc2ccccc2s1 in the list: -0.157 | -3.3 | 1.4 | 5.0 | 4.9 | -3.9 | 100.0* | 2.2 | -5.5
CCOc1ccc2nc(NC(=O)Cn3cnc4c3c(=O)n(C)c(=O)n4C)sc2c1 in the list: -1.08 | 3.9 | 17.5 | 13.6 | -0.8 | -1.5 | 28.0 | 4.9 | -1.5
CCOC(=O)c1cc(-c2ccco2)nc2c1c(C)nn2CCC#N in the list: 0.464 | 8.6 | -0.1 | 7.7 | -10.6 | -4.7 | 5.8 | 7.7 | 4.1
CCC(C)Oc1cccc(OCCCCN2C(=O)NC(C)(C)C2=O)c1 (stereo not drawn) in the list: 0.558 | -4.8 | 5.4 | -0.2 | 19.4 | 0.4 | 0.8 | 0.6 | -9.0
